Bioassay records deposited in PubChem BioAssay by National Center for Advancing Translational Sciences (NCATS).
Pf Dd2 inh: Plasmodium falciparum Dd2 growth inhibition; P. falciparum Dd2 growth, SYBR Green, 72 h; Potency, µM (top dose mostly 28.9 µM), for inactives: at the top dose activity, negative = inhibition, actives largely listed as inhibitors; hit rate 4.3% among 120,000; AID 1347417; active = well fitted inhibition curve with a large enough effect; inconclusive = small, poorly fitted or top-dose-only effect; inactive = no such curve, though single readings can be large or run the other way;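 also: plate controls were DMSO vehicle for no effect and reference drug for full effect; nearly all actives have a fitted effect of over 65% in size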
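Readout: SYBR Green fluorescence, 485 nm excitation, 535 nm emission, after ~16 h lysis at 37C. Before that, Dd2-infected red cells (2.5% hematocrit) grew 72 h with compound, 29 uM top final concentration.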
* marks the source's active call; other numbers are inactive results; [ ] = dose if it differs, or a comment. Potency is read from the fitted curve at half-maximal effect.

Start of the data: the first 3 compounds, to show the layout:
For COc1ccc(CNCCCSc2nnnn2-c2ccccc2)cc1 the results were Pf Dd2 inh -16.5%.
COc1cccc(C(=O)N2CCC[C@H]2c2nc(-c3ccccc3)no2)c1 was read as Pf Dd2 inh 13.0%.
Screening O=C1CCN(S(=O)(=O)c2ccccc2)CCCC(C(=O)NCCc2c[nH]c3ccccc23)CCN1 (configuration not stated) returned Pf Dd2 inh inconclusive.

All compounds of this part, from the start:
For COc1ccc(CNCCCSc2nnnn2-c2ccccc2)cc1 the results were Pf Dd2 inh -16.5%.
COc1cccc(C(=O)N2CCC[C@H]2c2nc(-c3ccccc3)no2)c1 was read as Pf Dd2 inh 13.0%.
Screening O=C1CCN(S(=O)(=O)c2ccccc2)CCCC(C(=O)NCCc2c[nH]c3ccccc23)CCN1 (configuration not stated) returned Pf Dd2 inh inconclusive.
`COc1ccc(-c2noc([C@@H]3CCCN3C(=O)Cc3ccc(F)cc3)n2)cc1OC` gave Pf Dd2 inh -18.7%.
Screening O=C(c1cccc(F)c1)N1CCC2(CC1)N(CC1CC1)C(=O)CS2=O (configuration not stated) returned Pf Dd2 inh 1.0%.
Screening CC(C)CCNC(=O)C1CCN(C(=O)c2ncn3c2COC(c2ccc(F)cc2)C3)CC1 (configuration not stated) returned Pf Dd2 inh inactive.
COc1cc(OC)c(C(=O)NCc2nc(-c3ccccc3)no2)cc1OC was read as Pf Dd2 inh 28.3%.
Screening CC(C)NC(=O)NC[C@H]1C[C@@H]2CCN1C[C@@H]2CN1CCSCC1 returned Pf Dd2 inh -1.4%[44.1 µM].
`CN(Cc1csc(-c2ccccc2)n1)C(=O)c1ccc2nccn2c1` gave Pf Dd2 inh 14.5%.
Screening CCOC(=O)C1CCCN(S(=O)(=O)c2csc(C(N)=O)c2)C1 (configuration not stated) returned Pf Dd2 inh 13.1%.
COCCNc1nc2c([S+](=O)([O-])c3ccncc3)nnn2c2ccccc12 was read as Pf Dd2 inh 3.9%.
For COc1ccc(Cn2c(SCC(N)=O)nc3c(sc4ccccc43)c2=O)cc1 the results were Pf Dd2 inh 20.3%.
COCCN1C(=O)c2ccccc2C(C(=O)NCc2ccc(OC)cc2)C12CCCC2 (configuration not stated) was read as Pf Dd2 inh -12.7%.
Cc1nc(CN2CCOC3(CCN([S+](=O)([O-])c4ccc(C#N)cc4)CC3)C2=O)cs1 was read as Pf Dd2 inh inactive.
For COc1ccc(Oc2nc3c(c(=O)n(C)c(=O)n3C)n2Cc2ccc(Cl)cc2Cl)cc1 the results were Pf Dd2 inh inconclusive.
`CCOC(=O)c1ccc2[nH]c(CSc3nnc(-c4cccc(F)c4)n3C)cc(=O)c2c1` gave Pf Dd2 inh 62.5%[activator].
Cc1cc(C)cc(C(=O)N2CCC(Cc3nc(-c4cnccn4)no3)CC2)c1 was read as Pf Dd2 inh -19.5%.
`COc1ccccc1-c1cnc(NCc2ccccc2)c2c1CCO2` gave Pf Dd2 inh inconclusive.
For CCn1cc(-c2ccccc2)cc1C(=O)NC(C)c1cccnc1 (configuration not stated) the results were Pf Dd2 inh inconclusive.
`COc1ccc2c(Sc3ccccc3)c(C(=O)NCC(C)c3ccccc3)[nH]c2c1` (configuration not stated) gave Pf Dd2 inh -11.0%.
Screening CCCCC(=O)N1CCC(N(Cc2ccccc2)C2CCOCC2)CC1 returned Pf Dd2 inh inconclusive.
`COCCNc1ncccc1-c1noc([C@@H]2CCCN2Cc2cccc(C#N)c2)n1` gave Pf Dd2 inh -16.2%[44.1 µM].
`CC(C)N1C(=O)CO[C@H]2CCN(Cc3cccs3)CC[C@@H]21` gave Pf Dd2 inh 1.1%[44.1 µM].
Screening CSc1ccc(-c2noc(-c3nnn4c3COC(c3ccc(F)cc3)C4)n2)cc1 (configuration not stated) returned Pf Dd2 inh inactive.
Screening CC(=O)c1cccc(NC(=O)CSc2nc(=O)n(Cc3cccnc3)c3c2CCC3)c1 returned Pf Dd2 inh 44.1%[activator].
For NC1=NC(c2cc(F)cc(F)c2)n2c(nc3ccccc32)N1 (configuration not stated) the results were Pf Dd2 inh 6.3%.
For CN1[C@@H](CCC(=O)NCc2cccs2)CNC(=O)[C@@H]2[C@H]1CCN2Cc1cccs1 the results were Pf Dd2 inh inconclusive.
For CC(C)NC(=O)C[C@@H]1O[C@H](CNC(=O)c2cccc(F)c2)[C@@H](O)[C@H]1O the results were Pf Dd2 inh 12.9%[44.1 µM].
Screening CC(=O)c1cc(C(=O)N2CCC(O)(c3ccc(C)cn3)CC2)c(=O)[nH]c1C returned Pf Dd2 inh -15.0%.
CCn1cc(S(=O)(=O)NCC(=O)N2CCCCCNC(=O)CC2c2ccccc2)cn1 (configuration not stated) was read as Pf Dd2 inh 25.7%.
For O=C(Nc1ccc(F)c(Cl)c1)C1CCN(S(=O)(=O)c2ccc3c(c2)CCCN3C(=O)C2CCC2)CC1 the results were Pf Dd2 inh -1.2%.
For COCc1cc(CC2(NCc3ccc(CO)o3)COC2)no1 the results were Pf Dd2 inh -18.2%[44.1 µM].
`COCCC(=O)N1CCC2(CC1)CN(C(C)=O)CC2COC` (configuration not stated) gave Pf Dd2 inh 8.0%.
Screening O=C(Cc1cccnc1)NCC(=O)N1CCCCCNC(=O)CC1c1ccccc1 (configuration not stated) returned Pf Dd2 inh 28.0%.
For Cc1ccc(C2Cn3nnc(C(=O)N4CCC(C(=O)NCc5cccc(C)c5)CC4)c3CO2)cc1 (configuration not stated) the results were Pf Dd2 inh inactive.
CCN1CCN(C(=O)c2ccc3c(c2)N(Cc2cc(C)ccc2C)C(=O)c2ccccc2S3(=O)=O)CC1 was read as Pf Dd2 inh inconclusive.
`COc1cccc(CC(=O)Nc2ccc3nc(Nc4cccc(C(F)(F)F)c4)cc(C)c3c2)c1` gave Pf Dd2 inh inconclusive.
Screening COc1cccc(CNC(=O)c2ccc3c(c2)nc2n3CCOC2)c1OC returned Pf Dd2 inh -10.9%.
`CCc1cccc2c(C(CC(=O)NCCC(C)C)c3cccc(OC)c3OC)c[nH]c12` (configuration not stated) gave Pf Dd2 inh -10.0%.
`CC(C)c1ccc2oc(-c3cccc(NC(=O)c4ccc5c(c4)OCCO5)c3)nc2c1` gave Pf Dd2 inh 38.1%[activator].
`COc1cccc(CNC(=O)Cc2c(C(=O)O)c(C)cn2C)c1` gave Pf Dd2 inh 21.6%[0.594 µM].
Screening Cc1ccc(C2c3c(oc4ccccc4c3=O)C(=O)N2c2ccc(C)cn2)cc1 (configuration not stated) returned Pf Dd2 inh 6.4%.
For COc1ccc(-c2nn(C)c3sc(C(=O)N4CCN(c5cccc(C)c5C)CC4)cc23)cc1OC the results were Pf Dd2 inh inactive.
COc1ccc2ccc(OCc3nc(C(=O)N(C)CC(C)O)co3)cc2c1 (configuration not stated) was read as Pf Dd2 inh -20.6%.
For COc1nc(C)c(C(=O)N2CCn3nc(CO)cc3C2)s1 the results were Pf Dd2 inh -12.6%.
For CC[C@H]1CN2CC[C@H]1C[C@@H]2CNC(=O)c1ccc(C(F)(F)F)cc1 the results were Pf Dd2 inh inconclusive.
For Cc1cc(S(=O)(=O)Nc2cc3c(cc2C)n(C)c(=O)c(=O)n3C)ccc1F the results were Pf Dd2 inh 7.6%.
Screening CCCCC1CN(c2ccccc2OC)C(=O)CN1C(=O)c1cnn(C)c1 (configuration not stated) returned Pf Dd2 inh -7.8%.
Screening O=S(=O)(c1ccc(-n2cnnn2)cc1)N1CCN(c2ccccc2F)CC1 returned Pf Dd2 inh 19.4%.
`COc1ccc(S(=O)(=O)N2CCN(CC3(O)CCNC3)CC2)cc1` (configuration not stated) gave Pf Dd2 inh -6.7%.
COc1ccc(-c2cn(C[C@H]3C[C@@H]4CCN3C[C@@H]4C(=O)NC3CC3)nn2)cc1 was read as Pf Dd2 inh inconclusive.
For CC1(C(=O)NCc2ccncc2)CCCc2cnc(Nc3ccccc3)nc21 (configuration not stated) the results were Pf Dd2 inh -29.1%[44.1 µM].
For Cn1nc(C2CCCCC2)cc1[C@H]1CN2CC[C@H]1C[C@@H]2CNS(=O)(=O)c1ccccc1 the results were Pf Dd2 inh inconclusive.
COCc1noc(-c2ccc(NCCN3CCNC3=O)nc2)n1 was read as Pf Dd2 inh -9.9%.
`CCc1c(C)sc2c1CCN(C(=O)Nc1cc(C)ccc1OC)C2c1ccc(F)cc1` (configuration not stated) gave Pf Dd2 inh inconclusive.
For O=C1N(CCCc2ccccc2)CCCC1(O)CN1CCN(CCO)CC1 (configuration not stated) the results were Pf Dd2 inh -18.4%.
`COc1ccc(C(=O)NCCn2cc(SCC(=O)NCCc3ccc(OC)c(OC)c3)c3ccccc32)cc1` gave Pf Dd2 inh inactive.
CO[C@@H]1CCOC[C@H]1NC(=O)c1ccccc1OC(F)(F)C(F)F was read as Pf Dd2 inh 17.7%.
`Cc1ccc(NC(=O)c2cc(-c3ccc[nH]3)n[nH]2)cc1` gave Pf Dd2 inh inactive.
COc1ccc(NC(=O)Nc2nnc(SCC(=O)Nc3cccc(C)c3C)s2)cc1 was read as Pf Dd2 inh inactive.

Retrieved by compound from the entries so far, three records:
COc1ccc(NC(=O)Nc2nnc(SCC(=O)Nc3cccc(C)c3C)s2)cc1 was read as Pf Dd2 inh inactive.
`Cc1ccc(NC(=O)c2cc(-c3ccc[nH]3)n[nH]2)cc1` gave Pf Dd2 inh inactive.
For CC1(C(=O)NCc2ccncc2)CCCc2cnc(Nc3ccccc3)nc21 (configuration not stated) the results were Pf Dd2 inh -29.1%[44.1 µM].

Other records.
Screening CNC(=O)N1CCC(C2CCN(C(=O)c3cnccn3)C2)CC1 (configuration not stated) returned Pf Dd2 inh 16.0%.
Screening Cc1cc(O)c(CN2CCN(c3ccccc3)CC2)c2oc(=O)cc(C)c12 returned Pf Dd2 inh inconclusive.
Screening CCn1c(NCc2cccc(Cl)c2)nc2ccccc21 returned Pf Dd2 inh inactive.
For COc1ccccc1C(=O)N1CC[C@@H]2CN(S(C)(=O)=O)[C@@H]2C1 the results were Pf Dd2 inh 10.9%.
`O=C(C[C@@H]1CCNC[C@@H]1Cc1cc(-c2ccc(F)cc2)on1)NCCN1CCOCC1` gave Pf Dd2 inh inactive.
`CC(=O)N1CCC(NC2(Cc3cc(-c4cccc(O)c4)on3)COC2)CC1` gave Pf Dd2 inh -7.1%[44.1 µM].
Screening CCN1CC[C@H]2COC(=O)N2c2ccc(OC)cc2C1 returned Pf Dd2 inh -11.6%[44.1 µM].
For CCc1noc(CC2CCOC3(CCN(S(=O)(=O)c4cccc(Cl)c4)CC3)C2)n1 (configuration not stated) the results were Pf Dd2 inh inconclusive.
Screening CC(=O)NC1(C)CCN(Cc2cnc(-c3cccc(C(F)(F)F)c3)s2)CC1 returned Pf Dd2 inh inactive.
For FC(F)(F)CN1C2CCC1CN(c1cc(Cl)ncn1)C2 the results were Pf Dd2 inh 11.1%.
Screening O=C(CC1C(=O)NCCN1Cc1cccc(Oc2ccccc2)c1)NCc1ccco1 (configuration not stated) returned Pf Dd2 inh inconclusive.
For O=C(NCc1ccc(F)cc1)c1nc(-c2ccc(F)cc2)c2cnccn12 the results were Pf Dd2 inh inconclusive.
For CSc1cccc(NC(=O)C2CCN(c3nc4ccccc4[nH]3)CC2)c1 the results were Pf Dd2 inh inactive.
Screening CNC(=O)[C@@H]1CN(C(=O)c2ccc(Cl)s2)C[C@H]1c1nc(COC)no1 returned Pf Dd2 inh -8.6%.
Screening CCc1ccccc1NC(=O)CCCN1C(=O)CCn2nc(-c3cn(C)c4ccccc34)cc21 returned Pf Dd2 inh 10.5%.
CSc1cccc(NC(=O)NC[C@H]2C[C@@H]3CCN2C[C@@H]3CN(C)CCc2ccccn2)c1 was read as Pf Dd2 inh inactive.
Screening CCOc1ccc(NC(=O)c2oc3ccccc3c2NC(=O)c2c(F)cccc2F)cc1 returned Pf Dd2 inh inconclusive.
`CCOc1cc(C2C(C(=O)Nc3ccccc3)=C(C)Nc3ncnn32)cc(Br)c1O` (configuration not stated) gave Pf Dd2 inh 1.9%.
Screening CNC(=O)[C@@H](C1CCCCC1)N1CCC[C@H]1C(=O)N1CCN(CCOC)CC1 returned Pf Dd2 inh 39.1%[activator].
COc1ccccc1C(=O)NCc1ccc2c(c1)CCN2C(=O)c1cccc(C)c1 was read as Pf Dd2 inh inactive.
O=C1NCCCCCCN(C(=O)Nc2ccc3c(c2)OCCO3)[C@H]2CCC[C@@H]12 was read as Pf Dd2 inh inactive.
Screening COc1ccc(CNC(=O)CSc2ncc3c(n2)-c2cc(Cl)ccc2N(C)S3(=O)=O)cc1 returned Pf Dd2 inh inactive.
For COc1ccc(-c2cc(N3CCC(NC(=O)Cc4ccccc4Cl)CC3)n[nH]2)cc1 the results were Pf Dd2 inh -9.1%.
For CC(C)NC(=O)N(C1CC1)C1CCOC2(CCN(C(=O)CCc3ccccc3)CC2)C1 (configuration not stated) the results were Pf Dd2 inh inactive.
`O=C(NC[C@H]1Cn2c(-c3ccc(F)cc3)cnc2CO1)C1CC1` gave Pf Dd2 inh -22.1%[44.1 µM].
CC(C)NC(=O)NC[C@H]1Cn2c(-c3ccc4c(c3)OCO4)cnc2CO1 was read as Pf Dd2 inh inactive.
`O=C(C[C@@H]1CCNC[C@@H]1Cc1cc(-c2ccccc2)on1)N1CCc2ccccc2C1` gave Pf Dd2 inh inconclusive.
For Cc1ccc(C(=O)Nc2cnc(-c3ccc(Cl)cc3)nc2)s1 the results were Pf Dd2 inh inactive.
For O=C(CC(c1ccccc1)c1ccc(Cl)cc1)N1CCOCC1 (configuration not stated) the results were Pf Dd2 inh -13.7%.

Some of the compounds tested; rates above refer to the full screens.
